Eya2 phos inh = qHTS Assay for Inhibitors of the Phosphatase Activity of Eya2. recombinant Eya2, OMFP fluorescence dephosphorylation (OMFP is methylfluorescein phosphate). Potency, µM (highest dose often 76.9 µM), without a hit: top-dose activity, negative = inhibition, hits mostly inhibitors. hit rate 0.006% among 330,000; also: potency is read from the fitted curve at half-maximal effect; % is scaled to controls: 0 for no effect and ±100 for the full control effect
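Eya2 protein (added as 0.2 uM solution) was preincubated with compound for 10 min at ambient temperature in 50 mM HEPES pH 7.5, 50 mM NaCl, 5 uM MgCl2, 0.05% BSA, 1 mM DTT. OMFP (added at 50 uM) then reacted 10 min; fluorescence read at 485/525 nm.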
TSHR antag = Antagonists of the Thyroid Stimulating Hormone Receptor: HTS campaign. Thyrotropin receptor (Homo sapiens), P16473. hit rate 0.2% among 330,000. activity change, negative = inhibition, % at 11.5 µM. TSHR-expressing cells, TSH-stimulated cAMP HTRF, 2 h; hits give low values;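 active = activity change below a set negative limit, meaning inhibition stronger than a set level, cut at about -70% in these data; inconclusive = activity change between two set negative limits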; also: % is scaled to controls: 0 for no effect and ±100 for the full control effect
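TSHR-expressing cells, 200/well, pre-treated with compound, then stimulated with EC80 TSH (4nM final) for 2 hours at 37 deg C. cAMP measured by competitive HTRF: anti-cAMP cryptate antibody in lysis buffer plus cAMP-d2, read after 30 minutes at room temperature.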
hERG WT inh = qHTS for Inhibitors of KCHN2 3.1: Wildtype qHTS. Voltage-gated inwardly rectifying potassium channel KCNH2 (Homo sapiens), Q12809. U2OS, BacMam KCNH2, thallium flux FluxOr; hits give low values. activity change, % at 1.84 µM. hit rate 0.37% among 340,000. AID 720551, 2013;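 active = maximum activity change below -70%; inconclusive = maximum activity change between -70% and -50%; inactive = maximum activity change above -50%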; also: % is scaled to controls: 0 for no effect and ±100 for the full control effect
Target sequence (Q12809 whole entry, looked up): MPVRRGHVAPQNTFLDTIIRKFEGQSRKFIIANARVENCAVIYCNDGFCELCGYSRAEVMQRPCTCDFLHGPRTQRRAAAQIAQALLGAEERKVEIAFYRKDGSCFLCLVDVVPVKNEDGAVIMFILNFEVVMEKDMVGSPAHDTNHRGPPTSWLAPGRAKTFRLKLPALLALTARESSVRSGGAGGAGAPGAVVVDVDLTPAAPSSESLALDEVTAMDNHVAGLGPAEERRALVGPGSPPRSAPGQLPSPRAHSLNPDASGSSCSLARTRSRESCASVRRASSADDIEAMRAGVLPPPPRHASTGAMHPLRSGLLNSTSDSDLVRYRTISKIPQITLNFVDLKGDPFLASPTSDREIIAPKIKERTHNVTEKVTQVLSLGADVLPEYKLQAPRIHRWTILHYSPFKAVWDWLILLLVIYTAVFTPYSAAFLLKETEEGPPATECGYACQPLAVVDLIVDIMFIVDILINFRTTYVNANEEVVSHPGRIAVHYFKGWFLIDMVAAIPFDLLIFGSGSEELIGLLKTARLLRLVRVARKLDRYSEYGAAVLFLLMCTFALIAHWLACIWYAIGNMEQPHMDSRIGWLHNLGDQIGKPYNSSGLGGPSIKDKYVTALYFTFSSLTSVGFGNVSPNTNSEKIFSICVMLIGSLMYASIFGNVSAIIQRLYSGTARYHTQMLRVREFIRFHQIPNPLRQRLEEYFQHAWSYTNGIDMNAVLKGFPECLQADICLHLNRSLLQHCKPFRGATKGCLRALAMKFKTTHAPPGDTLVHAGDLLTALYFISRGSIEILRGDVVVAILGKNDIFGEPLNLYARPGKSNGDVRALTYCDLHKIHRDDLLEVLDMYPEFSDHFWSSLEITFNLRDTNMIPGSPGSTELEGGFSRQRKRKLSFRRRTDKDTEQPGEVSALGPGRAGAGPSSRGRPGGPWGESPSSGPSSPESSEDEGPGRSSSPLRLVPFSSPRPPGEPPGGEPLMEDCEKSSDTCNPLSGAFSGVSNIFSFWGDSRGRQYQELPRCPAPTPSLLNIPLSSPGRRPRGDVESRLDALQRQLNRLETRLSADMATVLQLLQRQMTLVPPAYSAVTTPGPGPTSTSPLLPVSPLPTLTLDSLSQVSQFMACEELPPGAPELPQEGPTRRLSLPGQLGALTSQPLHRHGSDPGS
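U2OS cells transduced with wild-type KCNH2 virus are loaded with FluxOr dye for 45 min, and thallium flux is measured in kinetic reads before and after stimulation buffer. Rate constants are normalized to DMSO controls.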
GALK inhibitor = qHTS Assay for Inhibitors of Human Galactokinase (GALK). Potency, µM (doses to about 57.5 µM), for the others: top-dose activity change, negative = inhibition, actives largely listed as inhibitors. AID 1868, 2009. hit rate 0.007% among 270,000. Purified GALK, Kinase-Glo residual ATP luminescence. P51570; also: potency is read from the fitted curve at half-maximal effect; % is scaled to controls: 0 for no effect and ±100 for the full control effect
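Compounds were pin-transferred into ATP buffer (35 uM final), then GALK plus galactose (5 nM, 100 uM final) was added. After 1 h at room temperature, Kinase-Glo Plus was added and luminescence read after 10 min.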
ASM inhibitor = Inhibitors of Secretory Acid Sphingomyelinase (S-ASM): qHTS; Sphingomyelin phosphodiesterase (Homo sapiens), P17405; placental ASM, HMU-PC fluorogenic substrate, 60 min; Potency, µM (doses to about 57.5 µM), for the others: top-dose activity change, negative = inhibition, hits mostly inhibitors; hit rate 0.006% among 340,000; AID 504937, 2011; also: potency is read from the fitted curve at half-maximal effect
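Fluorogenic HMU-PC substrate (9 uM final) is turned over by placental ASM in 60 min at 37 C after a 10 min compound preincubation. Reaction ended by alkaline stop (pH 10), with fluorescence read at 386/447 nm.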
MBNL1 CUG block = qHTS Assay for Inhibitors of MBNL1-poly(CUG) RNA binding. Muscleblind-like protein 1 (Homo sapiens), Q9NR56. TR-FRET MBNL1-His/biotin-(CUG)12 binding, 665/545 ratio. Potency, µM (titrated, usually from 57.5 µM), for inactives: at the top dose activity change, negative = inhibition, usual class: inhibitors. hit rate 0.036% among 280,000. AID 2675, 2010; active = well fitted inhibition curve with a large enough effect in the signal ratio, with a control signal flat, not every such curve was filed as active; inconclusive = small, poorly fitted or top-dose-only effect, or effect the other way, or a change in a side signal; inactive = no such curve, though single readings can be large or run the other way; the % refers to the signal ratio; also: potency is read from the fitted curve at half-maximal effect; % is scaled to controls: 0 for no effect and ±100 for the full control effect
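His-tagged MBNL1 binding to biotinylated (CUG)12 RNA was measured by TR-FRET using terbium anti-His antibody (0.055 ng/ul final) and streptavidin-XL665 (5 nM final). Compounds were titrated 92 nM to 58 uM; 60 min at room temperature.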
USP2a block = qHTS Assay for Inhibitors of Ubiquitin-specific Protease USP2a Using CHOP2 as the Reporter | Potency, µM (titrated, usually from 38.3 µM), inactives show top-dose activity change, negative = inhibition, hits mostly inhibitors | USP2 core, Ub-CHOP2 coupled fluorogenic reporter, 485/531 | hit rate 0.01% among 330,000 | Ubiquitin carboxyl-terminal hydrolase 2 (Homo sapiens), O75604;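 also: potency is read from the fitted curve at half-maximal effect; plate controls were DMSO wells for no effect and full inhibition by NEM control for full effect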
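Cell-free coupled assay: 10nM USP2 core preincubated 30min RT with compound in Tris-HCl pH 8.0/CaCl2/CHAPS buffer, then 25nM Ub-CHOP2 and 25nM reporter substrate; fluorescence (Ex 485/Em 531) read after 60min RT, normalized to NEM inhibition, concentration-response curves fitted.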
Menin MLL FP TR = qHTS Assay for Inhibitors Targeting the Menin-MLL Interaction in MLL Related Leukemias: Competition With Texas Red Labeled MLL-derived Mutant Peptide; O00255; Menin + Texas Red MLL mutant peptide, fluorescence polarization; Potency, µM (highest dose often 61.6 µM), for the others: top-dose FP activity change, negative = inhibition, most hits filed as inhibitors; hit rate 0.23% among 270,000; AID 1768, 2009; active = well fitted inhibition curve with a large enough effect in the polarisation, with a control signal flat, not every such curve was filed as active; inconclusive = small, poorly fitted or top-dose-only effect, or effect the other way, or a change in a side signal; inactive = no such curve, though single readings can be large or run the other way; the % refers to the polarisation; also: potency is read from the fitted curve at half-maximal effect; % of control where 0% means no effect; many of its hits are not listed in these tables
PKM2 act = qHTS Assay for Activators of Human Muscle isoform 2 Pyruvate Kinase. Pyruvate kinase PKM (Homo sapiens), P14618. purified PKM2, Kinase-Glo ATP luminescence, activation; response scale: 0% is enzyme alone, no compound. Potency, µM (series often up to 57.5 µM), inactives show top-dose activation, most hits filed as activators. hit rate 0.34% among 260,000. AID 1631, 2009; also: potency is read from the fitted curve at half-maximal effect; % is scaled to controls: 0 for no effect and ±100 for the full control effect; nearly all actives have a fitted effect of over 55% in size
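Purified hPK-M2 (>95% pure) converted ADP (0.1 mM final) to ATP with 0.5 mM PEP in 50 mM imidazole pH7.2, KCl, MgCl2, Tween 20, BSA; 1 h at room temperature. ATP detected by Kinase-Glo luminescence.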
Chronic BCR inh = qHTS Assay to Find Inhibitors of Chronic Active B-Cell Receptor Signaling; ABC-DLBCL IkBa-CBG/CBR reporter, luminescence ratio, 4 h; Potency, µM (titrated, usually from 46.1 µM), for the others: at the highest dose ratio change, negative = lower green/red ratio, actives largely listed as inhibitors; hit rate 0.05% among 340,000; AID 493014, 2011; active = well fitted inhibition curve with a large enough effect in the signal ratio, with a control signal flat, not every such curve was filed as active; inconclusive = small, poorly fitted or top-dose-only effect, or effect the other way, or a change in a side signal; the % refers to the signal ratio;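 also: potency is read from the fitted curve at half-maximal effect; plate controls were basal doxycycline-induced cells for no effect and cells given 10 µM MG132 for full effect; MG132 reads +100%, hits lower the ratio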
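Concentration-response series (up to 46 uM) were applied to TMD8 dual-reporter cells for 4 h at 37C with doxycycline. Green/red ratio, after filter-overlap correction, defined %Activity; red signal alone was normalised to basal cells and zero luminescence.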
Mito fusion yeast = qHTS Assay for Small Molecule Inhibitors of Mitochondrial Division or Activators of Mitochondrial Fusion; S. cerevisiae fusion-defective mutant growth rescue, CellTiterGlo 48 h; Potency, µM (series often up to 46.1 µM), without a hit: at the highest dose growth rescue (activation), most hits filed as activators; hit rate 0.23% among 320,000;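 also: potency is read from the fitted curve at half-maximal effect; % of control where 0% means no effect; nearly all actives have a fitted effect of over 45% in size; temperature-sensitive fusion mutants such as fzo1-1 at 37 °C on non-fermentable ethanol glycerol medium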
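S. cerevisiae fusion-defective temperature-sensitive mutants (e.g. fzo1-1, mgm1-5) grown 48 h at 37C in YPEG (ethanol/glycerol non-fermentable) medium with 23 nl compound per well; growth rescue read as CellTiterGlo luminescence.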
An asterisk follows results filed as active; i = inactive; u = inconclusive; x = not tested or not shown; [ ] = remark or other dose. Unless noted, calls follow the shape of the dose curve; as a rule, active = well fitted curve in the direction sought with a large enough effect; inconclusive = small, poorly fitted or top-dose-only effect, or another doubt; inactive = no such curve, though single readings can be large; an effect the other way counts as inactive or inconclusive. A portion of the library; rates above refer to the full screens.

SMILES	Eya2 phos inh	TSHR antag	hERG WT inh	GALK inhibitor	ASM inhibitor	MBNL1 CUG block	USP2a block	Menin MLL FP TR	PKM2 act	Chronic BCR inh	Mito fusion yeast
Cc1ccc(C2(c3ccc(C)cc3)NC(=O)N(CC(N)=O)C2=O)cc1	-4%	-1	3	-2%	0%	-9%	0%	x	x	2%	5%
CN(C)C(=O)c1ccc(-c2cc(C(F)(F)F)n(C)n2)s1	6%	6	-4	x	1%	12%	1%	x	-30%	8%	4%
CCOC(=O)c1c(C)n(CC)c2ccc(OC(=O)c3ccc([N+](=O)[O-])cc3)cc12	-9%	-4	7	1%	-5%	8%	6%	5%	-25%	-4%	-12%
CCN(CC)C(=O)CSc1nnc(-c2ccco2)o1	-3%	8	0	0%	6%	-7%	0%	6%	-7%	-9%	-6%
Cc1cc(C(=O)OCC(=O)N2CCC(C)CC2)c2ccccc2n1	5%	x	-2	x	0%	x	4%	x	x	-2%	x
Cc1cc(NC(=O)c2ccccc2-c2ccccc2C(=O)O)no1	8%	14	2	x	6%	-21%	1%	5%	0%	u	-18%
O=C(NC1CCCC1)C(c1ccncc1)N(CCCN1CCOCC1)C(=O)c1ccc(-c2ccccc2)[nH]1 (stereo not drawn)	8%	-5	12	-8%	3%	-5%	3%	-4%	x	u	1%
Cc1ccccc1-n1nnnc1SCc1cc(=O)n2ccsc2n1	-1%	0	8	-1%	6%	-2%	2%	1%	0.79µM*	3%	5%
COc1ccccc1CNC(=O)C(CC(C)C)NC(=O)C1CCC(C)CC1 (stereo not drawn)	10%	-3	-1	1%	2%	-1%	-1%	-9%	-5%	-3%	4%
O=C(Cn1cnc2ccccc21)Nc1ccc(F)c(F)c1	-3%	-11	1	1%	0%	-3%	0%	8%	2%	u	-3%
O=C(Nc1cccc(C(=O)O)c1)/C(=C\c1ccc(F)cc1)NC(=O)c1ccco1	-8%	0	1	6%	1%	0%	3%	x	x	-3%	-4%
O=C(Cn1cccn1)N1CCCC(Nc2ccc(F)c(F)c2)C1 (stereo not drawn)	5%	-7	-3	-8%	1%	-15%	4%	x	3%	-9%	0%
CC(C)=CCC/C(C)=C/CNC(=O)C[C@H]1C[C@H](C(=O)N2CCOCC2)[C@@]2(CCC3CCCC3)c3[nH]c4cc(CCC(=O)N(C)C)ccc4c3CCN2C1=O	1%	-15	-5	x	-8%	x	4%	x	x	5%	x
O=C(Cn1nc(-c2ccc(Cl)cc2)ccc1=O)NCc1ccc2c(c1)OCO2	14%	4	4	-2%	-1%	-3%	-1%	12%	11%	-5%	1%
Cc1c(CCC(=O)NC2CC2)c(=O)oc2cc(O)ccc12	9%	-5	-5	x	i	14%	1%	1%	u	-1%	-1%
CN(C)S(=O)(=O)c1cccc(NC(=O)COc2nc3ccccc3nc2N2CCOCC2)c1	4%	4	0	1%	-4%	-5%	-2%	16%	7%	-8%	-7%
COc1ccc(NC(=S)N/N=C/c2cccn2Cc2ccc(F)cc2)cc1	-14%	15	-1	0%	-1%	-1%	-13%	-10%	-4%	-4%	u
COc1ccc(S(N)(=O)=O)cc1C(=O)NNC(=O)CN(C)S(=O)(=O)c1ccc(Cl)cc1	4%	-1	19	x	5%	x	-1%	x	x	-4%	3%
O=C(Cc1cccs1)Nc1ccc(N2CCOCC2)cc1	-3%	-12	1	2%	6%	-5%	-2%	0%[11.7 µM]	-22%	-5%	-3%
COc1ccc([N+](=O)[O-])cc1NC(=O)CCN1CCN(C)CC1	-16%	11	-3	-1%	-1%	u	4%	-9%	7%	14%	12%
CC1CN(c2ccc(NS(=O)(=O)c3ccccc3)cc2C(=O)O)CC(C)O1 (stereo not drawn)	1%	19	-11	x	2%	-8%	1%	x	18%	0%	1%
Cc1ccc(NC(=O)c2ccco2)c(NC(=O)COc2ccccc2)c1	5%	-1	1	7%	4%	1%	2%	9%	x	9%	8%
COC(=O)c1ccc(COc2ccc(NC(C)=O)cc2)o1	3%	6	-6	-3%	4%	-16%	4%	x	6%	-1%	3%
N#CC(C#N)=CN=c1ccn(Cc2ccc(Cl)cc2Cl)cc1	5%	0	-18	8%	8%	14%	0%	u	-2%[11.5 µM]	0%	-2%
CCOC(=O)c1cnc(C(F)(F)F)nc1Oc1ccccc1	-15%	-2	11	0%	-2%	x	-1%	x	0%	-6%	-2%
Cc1ccc(CN(C(=O)COc2cccc(C)c2C)C2CCS(=O)(=O)C2)o1 (stereo not drawn)	2%	-12	-11	-7%	2%	-1%	-1%	x	0%	u	1%
COc1cc(C=O)ccc1OCC(=O)Nc1ccc2c(c1)OCO2	8%	-6	8	-5%	0%	6%	0%	x	2%	0%	1%
COc1cc(NC(=O)CN(c2ccc(C)cc2)S(=O)(=O)c2c(C)n[nH]c2C)cc(OC)c1	-3%	-11	5	2%	0%	-6%	-8%	36%[activator]	-8%	u	1%
CC(C)=CCC/C(C)=C/COc1c2occc2cc2ccc(=O)oc12	0%	-8	0	x	-6%	x	-7%	4%[24.8 µM]	x	u	x
CC(C)c1ccc(C(O)c2nc3ccccc3n2C)cc1 (stereo not drawn)	u	-1	7	5%	3%	8%	-4%	-25%	-5%[11.5 µM]	-9%	-1%
CC(=O)OCCCNc1cc(Sc2nc3ccccc3s2)c2nonc2c1[N+](=O)[O-]	-13%	-4	-6	-3%	-1%	u	0%	u	11%	-7%	11%
O=C(Nc1ccccc1)C1CC(=O)N(Cc2ccccc2)C1 (stereo not drawn)	3%	4	4	-3%	2%	-2%	1%	2%	0%	u	3%
Cn1c(=O)c2c(nc(N3CCCCC3)n2CC(O)COc2ccccc2)n(C)c1=O (stereo not drawn)	7%	38	-6	-3%	1%	7%	0%	-14%	0%	2%	6%
CCOC(=O)Cc1csc(NC(=O)c2cnc3sc(C)cn3c2=O)n1	13%	-7	2	2%	-1%	4%	1%	x	x	4%	0%
COc1ccc(/C=C/C(=O)NC(=S)Nc2ccccc2C(=O)NC2CCCCC2)cc1	12%	-7	-3	0%	-2%	-1%	2%	-12%	-1%	-1%	-6%
CC(=O)Nc1ccc(Oc2nc(-c3ccccn3)nc3ccccc23)cc1	11%	12	-7	0%	-3%	x	-1%	x	1%	u	-8%
COc1ccccc1NC(=O)Cn1c(=O)n(-c2ccccc2)c(=O)c2oc3ccccc3c21	1%	0	-3	-3%	-4%	-1%	1%	-9%	-5%	0%	2%
c1cnc2c(SCc3ccc(-c4nnco4)cc3)cccc2c1	-2%	-2	-15	-1%	-2%	u	1%	7%	-6%	-14%	1%
CC1Cc2ccccc2N1S(=O)(=O)c1cccc(C(=O)OCC(=O)NC2CCS(=O)(=O)C2)c1 (stereo not drawn)	-30%	x	9	1%	-3%	-4%	-7%	9%	-21%	u	-2%
O=C(COC(=O)c1ccc(C(F)(F)F)cc1)Nc1cccc(S(=O)(=O)NC2=NCCCCC2)c1	-3%	x	-6	x	-5%	x	2%	x	x	-5%	x
CCOC(=O)Cn1nc(C)c(-c2ccccc2)c1N	-8%	25	-19	-3%	-1%	-7%	2%	8%	-2%	0%	1%
